EWS-Fli inh: blocks EWS/Fli oncoprotein-driven transcription | A673 NR0B1-luciferase reporter, viability-normalised | inhibition, % at 12.6 µM | 350,000 tested, 0.67% active;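 active = mean inhibition of at least 50% after viability correction, with every replicate also passing that limit; inconclusive = mean reaches 50% but only one of two replicates passes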;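 also: firefly luciferase signal divided by Alamar Blue viability fluorescence both relative to DMSO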
PAX8 inh HTS: PAX8 transcriptional activity inhibition; 360,000 tested, 1.2% active; RMG-I TPO-luciferase reporter, SteadyGlo, 24 h; inhibition, % at 12.6 µM;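 active = mean replicate inhibition at least 60% with every replicate also reaching 60%; inconclusive = only one of the two criteria is met; inactive = mean below 60% and not all replicates reaching 60%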;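 also: luciferase light reporting Pax8 driven TPO promoter activity; plate controls were median of neutral control wells for no effect and mitoxantrone controls for full effect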
ARNT-TACC3 inh: disrupts binding between human ARNT and TACC3; Q9Y6A5; AlphaScreen His-ARNT PAS-B/GST-TACC3 binding, luminescence; TACC3 fragment carries E629A point mutation; inhibition, % at 9.99 µM; 390,000 tested, 0.66% active; AID 623870;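 active = mean inhibition of replicates at least 50% and at least half of replicates each reaching 50%; inconclusive = half or more replicates reach 50% but mean below 50%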;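 also: 0% = complete ARNT plus TACC3 wells and 100% = ARNT alone without TACC3; many hits fall short of the cut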
GSIS activator: primary screen for activators of insulin secretion dependent on glucose, INS-1E cells, GLuc reporter luminescence | INS-1E GLuc reporter insulin secretion, 2-3 h | activation, % at 16.6 µM | 370,000 tested, 0.61% active;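 active = lowest replicate activation of at least 40%, so every replicate reaches that level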;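 also: 0% = median of neutral control wells and 100% = median of IBMX positive control wells; some compounds called inactive have numbers as strong as hits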
DENV2 CPE rescue: protects cells from dengue virus 2 cytopathic effect; DENV2-infected cells, cytopathic effect rescue, plate reader; CPE inhibition, % at 9.99 µM; 350,000 tested, 1.7% active; AID 651640; in the data active = CPE inhibition above about 20%, passing the limit was not always enough; inconclusive = no clear call, values can overlap the other calls; tested in BHK-21 cells;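 also: 0% = median of neutral control wells and 100% = median of positive control wells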
Xi reactivation: reactivates the inactive X chromosome in mouse fibroblasts | activation, % at 7.58 µM | XiGFP mouse fibroblasts, % GFP-positive cells imaging, 3 d; cells co-treated with 5-aza-dC sensitizer; scaled so ellipticine positive control = 100% | 360,000 tested, 0.055% active;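 active = mean normalized replicate activation at least 10% and every replicate at or above 10%; inconclusive = only one of the two criteria met; inactive = mean below 10% and not all replicates reach 10%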;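 also: 0% = median of on-plate neutral control wells and 100% = ellipticine 6 µM median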
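System: 68-5-11 XiGFP fibroblast line | Buffer or medium: DMEM containing 5-aza-dC | Compound: Single point | Times: Compounds 3 days, fix/stain 15 min at room temperature | Benchmarks: Positive control ellipticine, 6 µM final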
ERp5 block: inhibitors of human ERp5; Q15084; ERp5 insulin aggregation, absorbance 650 nm, 90 min; inhibition, % at 9.99 µM; 350,000 tested, 0.05% active;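 active = mean replicate inhibition above about 25%, with every replicate also reaching it, limit read from the data, passing the limit was not always enough; inconclusive = only one of those two criteria met; inactive = neither criterion met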
Target sequence (Q15084 whole entry, looked up): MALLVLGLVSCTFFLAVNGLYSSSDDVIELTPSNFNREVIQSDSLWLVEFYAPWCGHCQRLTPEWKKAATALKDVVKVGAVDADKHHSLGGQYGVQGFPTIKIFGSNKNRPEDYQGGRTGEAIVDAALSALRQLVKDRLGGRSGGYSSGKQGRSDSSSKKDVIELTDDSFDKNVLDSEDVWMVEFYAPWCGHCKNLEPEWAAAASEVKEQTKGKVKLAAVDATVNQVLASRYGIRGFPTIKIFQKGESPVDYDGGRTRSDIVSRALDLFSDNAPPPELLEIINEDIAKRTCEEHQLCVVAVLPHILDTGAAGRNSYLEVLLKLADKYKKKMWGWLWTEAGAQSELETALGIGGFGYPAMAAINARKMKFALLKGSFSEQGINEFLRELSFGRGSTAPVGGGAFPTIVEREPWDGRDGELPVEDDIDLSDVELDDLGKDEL
F508del corr: correctors of CFTR F508del function in bronchial epithelial cells | activity (quench increase), % at 7.58 µM | 350,000 tested, 0.36% active | CFBE cells, YFP halide quenching; stimulated with forskolin plus potentiator P3; % fluorescence drop versus neutral controls;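 active = mean added fluorescence quench of at least 8% versus neutral control, with both replicates also reaching 8%; inconclusive = only one of the mean or replicate conditions met; inactive = mean below 8% and not both replicates reaching 8%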;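 also: cells transiently co-express mutant CFTR-F508del with the halide-sensitive YFP; corrector assay measuring rescue of mutant channel to the surface after 24 h compound exposure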
* hit, by the source's call.

What do the screens show for `CC(C(=O)NC1C=CS(=O)(=O)C1)N1C(=O)/C(=C/c2cccc(Cl)c2)SC1=S` (configuration not stated)?
PAX8 inh HTS: 10.6; ARNT-TACC3 inh: 3.2; GSIS activator: -15.5; DENV2 CPE rescue: 0.4; Xi reactivation: -0.1; F508del corr: 1.1

How did CCOCc1cc(CN2CCCC(CNC(=O)c3ccco3)C2)ccc1OC (configuration not stated) do in these assays?
EWS-Fli inh: 3.2; PAX8 inh HTS: 17.7; ARNT-TACC3 inh: -7.1; GSIS activator: -3.8; DENV2 CPE rescue: 5.1; Xi reactivation: 0.2; ERp5 block: -2.6; F508del corr: 0.8

How did O=C(/C=C/c1cccc(Cl)c1)NCCCN1CCOCC1 do in these assays?
EWS-Fli inh: -0.3; PAX8 inh HTS: 7.5; ARNT-TACC3 inh: 1.5; GSIS activator: -1.1; DENV2 CPE rescue: 10.8; Xi reactivation: -0.1; ERp5 block: 0.8; F508del corr: 1.1

How did CCC(c1nnnn1C(C)(C)CC)N1CCN(c2ccccc2F)CC1 (configuration not stated) do in these assays?
EWS-Fli inh: 4.4; PAX8 inh HTS: 7.6; ARNT-TACC3 inh: -4.0; GSIS activator: 11.7; DENV2 CPE rescue: 18.8; Xi reactivation: 0.0; ERp5 block: 3.9

How did N#Cc1c2ccc([N+](=O)[O-])cc2[n+]([O-])n1-c1ccccc1 do in these assays?
EWS-Fli inh: 62.1*; PAX8 inh HTS: 67.9*; ARNT-TACC3 inh: 8.6; GSIS activator: 0.2; DENV2 CPE rescue: -1.9; Xi reactivation: 0.6; ERp5 block: 6.2; F508del corr: -14.5

What do the screens show for `O=C(CC1CS(=O)(=O)CC1CC(=O)Nc1ccc2c(c1)OCCO2)Nc1ccc2c(c1)OCCO2` (configuration not stated)?
EWS-Fli inh: 0.3; PAX8 inh HTS: -82.7; ARNT-TACC3 inh: 3.4; GSIS activator: -5.5; DENV2 CPE rescue: 1.0; Xi reactivation: 0.3; ERp5 block: 0.9; F508del corr: -0.4

How did C[C@@H]1CN([C@H](C)CO)C(=O)Cc2cc(NS(=O)(=O)c3ccc(Cl)cc3)ccc2O[C@H]1CN(C)C(=O)NC1CCCCC1 do in these assays?
EWS-Fli inh: -274.0; PAX8 inh HTS: 1.3; ARNT-TACC3 inh: -12.6; GSIS activator: 4.6; DENV2 CPE rescue: 36.5*; Xi reactivation: -0.7; ERp5 block: -2.0; F508del corr: -0.3

How did CCOC(=O)C1CCN(S(=O)(=O)c2ccc(OC)c(Cl)c2)CC1 do in these assays?
EWS-Fli inh: 0.1; PAX8 inh HTS: 20.9; ARNT-TACC3 inh: -9.7; GSIS activator: 29.0; DENV2 CPE rescue: 3.3; Xi reactivation: 0.3; ERp5 block: 7.4; F508del corr: 2.3

How did C[C@H]1CCCCO[C@H](CN(C)Cc2ccc(Cl)c(Cl)c2)[C@@H](C)CN([C@@H](C)CO)C(=O)c2cc(NC(=O)CCC(F)(F)F)ccc2O1 do in these assays?
EWS-Fli inh: -4.1; PAX8 inh HTS: 41.3; ARNT-TACC3 inh: 6.8; GSIS activator: -30.0; DENV2 CPE rescue: 2.1; Xi reactivation: 0.0; ERp5 block: 1.0; F508del corr: 1.3

How did COc1ccc(CN(C)C[C@@H]2OCCCC[C@H](C)Oc3ccc(NC(=O)Cc4ccccc4)cc3C(=O)N([C@@H](C)CO)C[C@H]2C)cc1 do in these assays?
EWS-Fli inh: 5.2; PAX8 inh HTS: 3.9; ARNT-TACC3 inh: 5.7; GSIS activator: -27.0; DENV2 CPE rescue: 26.5*; Xi reactivation: 0.7; F508del corr: -1.1

Results for CC1Cc2ccccc2N1S(=O)(=O)c1cccc(C(=O)NNC(=O)c2ccccc2F)c1 (configuration not stated) ?
EWS-Fli inh: -16.4; PAX8 inh HTS: -11.6; ARNT-TACC3 inh: -14.3; GSIS activator: 0.9; DENV2 CPE rescue: inconclusive; Xi reactivation: 0.0; ERp5 block: -18.6; F508del corr: 0.3

Results for c1ccc2c(c1)Sc1cnccc1N2CC1CO1 (configuration not stated) ?
EWS-Fli inh: 0.0; PAX8 inh HTS: -12.6; GSIS activator: -36.5; DENV2 CPE rescue: 2.4; Xi reactivation: 0.1; ERp5 block: -4.9; F508del corr: -1.9

How did Cc1ccc2nc(N(CCN(C)C)C(=O)/C=C/c3cccs3)sc2c1 do in these assays?
EWS-Fli inh: 0.3; PAX8 inh HTS: 21.6; ARNT-TACC3 inh: -1.8; DENV2 CPE rescue: -7.8; Xi reactivation: 0.1; ERp5 block: -0.1; F508del corr: 0.6

What do the screens show for `C[C@H](O)C#Cc1ccc([C@H]2[C@@H](CO)N3CCCCN(C(=O)c4ccncc4)C[C@@H]23)cc1`?
EWS-Fli inh: -8.4; PAX8 inh HTS: -11.8; ARNT-TACC3 inh: -7.1; GSIS activator: 2.8; DENV2 CPE rescue: -9.1; Xi reactivation: 0.1; ERp5 block: 7.0; F508del corr: 1.1

What do the screens show for `CCn1c(/C=C/c2cc[n+](C)cc2)nc2ccccc21`?
EWS-Fli inh: -6.0; PAX8 inh HTS: 11.9; ARNT-TACC3 inh: -3.9; GSIS activator: 4.5; DENV2 CPE rescue: -1.9; Xi reactivation: 0.0; ERp5 block: 4.7; F508del corr: -1.8

How did C[C@H](O)[C@@H]1C(=O)N2CCc3ccc(-c4cccc(F)c4)cc3[C@@H]2C[C@@H]1N(C)S(=O)(=O)c1ccccc1 do in these assays?
EWS-Fli inh: 7.2; PAX8 inh HTS: 36.3; ARNT-TACC3 inh: 0.1; GSIS activator: -3.1; DENV2 CPE rescue: -4.0; Xi reactivation: 0.0; ERp5 block: 5.1; F508del corr: 4.7

What do the screens show for `Cc1ccc(C)c(C(O)c2ncc(-c3cccc4ccccc34)[nH]2)c1` (configuration not stated)?
EWS-Fli inh: 11.4; PAX8 inh HTS: -9.1; GSIS activator: -18.9; DENV2 CPE rescue: -2.2; Xi reactivation: -0.1; ERp5 block: -4.7; F508del corr: -0.5

What do the screens show for `O=C(CN1CCOCC1)NCC[C@H]1CC[C@@H](NC(=O)Nc2ccc(C(F)(F)F)cc2)[C@H](CO)O1`?
EWS-Fli inh: -17.1; PAX8 inh HTS: 1.7; ARNT-TACC3 inh: -14.0; GSIS activator: 0.8; DENV2 CPE rescue: 6.6; Xi reactivation: -0.4; ERp5 block: 1.9; F508del corr: -0.8

How did Cc1ccc(C(=O)NCC(=O)NCC(=O)OCC(=O)c2cccs2)cc1 do in these assays?
PAX8 inh HTS: 4.7; ARNT-TACC3 inh: -0.7; GSIS activator: 8.2; Xi reactivation: 0.1

Results for CCOc1ccc(NC(=S)N2CCC(c3ccc(C)cc3)C2)cc1 (configuration not stated) ?
EWS-Fli inh: 0.6; PAX8 inh HTS: -53.3; ARNT-TACC3 inh: -3.5; GSIS activator: -23.3; DENV2 CPE rescue: 4.7; Xi reactivation: 0.1; ERp5 block: 1.9; F508del corr: 0.2

How did COc1ccc(CC(C(=O)Nc2ccc(OC)cc2)c2nn[nH]n2)cc1 (configuration not stated) do in these assays?
EWS-Fli inh: 9.5; PAX8 inh HTS: -11.8; ARNT-TACC3 inh: -23.7; GSIS activator: -1.6; DENV2 CPE rescue: -1.2; Xi reactivation: -0.1; ERp5 block: 1.5; F508del corr: 0.1

Results for CC(C)NC(=O)N(C)C[C@H]1OCCCC[C@@H](C)Oc2ccc(NC(=O)CCC(F)(F)F)cc2C(=O)N([C@H](C)CO)C[C@@H]1C ?
PAX8 inh HTS: -12.4; ARNT-TACC3 inh: -0.8; GSIS activator: 12.5; DENV2 CPE rescue: -2.9; Xi reactivation: 0.4; ERp5 block: 1.7; F508del corr: 0.0

Results for C[C@@H]1CN([C@H](C)CO)C(=O)c2cccc(NS(=O)(=O)c3ccc(F)cc3)c2O[C@@H]1CN(C)C(=O)NC1CCCCC1 ?
EWS-Fli inh: -11.4; PAX8 inh HTS: -2.8; ARNT-TACC3 inh: 4.2; GSIS activator: -8.2; DENV2 CPE rescue: -1.9; Xi reactivation: -1.2; ERp5 block: -0.4; F508del corr: -1.9

What do the screens show for `CCCNC(=O)[C@@H]1[C@@H](CO)[C@@H]2Cn3c(ccc(C4=CCCC4)c3=O)[C@H]1N2C(=O)CC1CC1`?
EWS-Fli inh: 0.0; PAX8 inh HTS: -7.2; ARNT-TACC3 inh: -2.1; GSIS activator: -1.4; DENV2 CPE rescue: 4.1; Xi reactivation: 0.1; ERp5 block: 7.8; F508del corr: -1.0

What do the screens show for `C[C@H](CO)N1C[C@H](C)[C@@H](CN(C)Cc2ccncc2)Oc2ccc(NC(=O)CCC(F)(F)F)cc2C1=O`?
EWS-Fli inh: -4.6; PAX8 inh HTS: 2.4; ARNT-TACC3 inh: -7.8; GSIS activator: -7.8; DENV2 CPE rescue: 3.9; Xi reactivation: 0.4; ERp5 block: -0.2; F508del corr: 0.6

How did CCOC(=O)C(=O)Nc1nccs1 do in these assays?
EWS-Fli inh: -3.0; PAX8 inh HTS: 8.9; ARNT-TACC3 inh: -7.4; GSIS activator: 6.9; DENV2 CPE rescue: 0.3; Xi reactivation: 0.0; ERp5 block: 3.2; F508del corr: -3.0

How did CC1(C)CC(=O)C2=C(C1)OC(N)=C(C#N)C2c1cccc(OC(=O)c2ccco2)c1 (configuration not stated) do in these assays?
EWS-Fli inh: 10.0; ARNT-TACC3 inh: -2.9; GSIS activator: -14.9; DENV2 CPE rescue: -3.0; ERp5 block: 4.3; F508del corr: 1.5

How did CCCC(=O)Nc1ccc2c(c1)C(=O)NC2=O do in these assays?
EWS-Fli inh: -5.7; PAX8 inh HTS: -5.0; ARNT-TACC3 inh: 4.4; GSIS activator: -8.9; DENV2 CPE rescue: -6.7; Xi reactivation: 0.2; ERp5 block: -2.6; F508del corr: 0.0

What do the screens show for `CC(=O)Nc1ccc2c(c1)-c1ccc(F)cc1C2=O`?
EWS-Fli inh: -9.5; PAX8 inh HTS: 4.2; ARNT-TACC3 inh: 0.5; GSIS activator: -19.9; DENV2 CPE rescue: -6.1; Xi reactivation: -0.1; ERp5 block: -5.7; F508del corr: -1.1

What do the screens show for `Cc1ccc(/C=N/NC(=O)c2ccccc2OCc2ccc(F)cc2)o1`?
EWS-Fli inh: -8.3; PAX8 inh HTS: 18.4; ARNT-TACC3 inh: -2.7; GSIS activator: 4.7; DENV2 CPE rescue: -0.3; Xi reactivation: 0.0; ERp5 block: -8.2; F508del corr: -3.7

Results for Cc1cccc(N(CC(=O)NCCSCc2ccccc2)S(C)(=O)=O)c1C ?
EWS-Fli inh: 11.7; PAX8 inh HTS: 9.6; ARNT-TACC3 inh: 20.6; GSIS activator: -13.7; DENV2 CPE rescue: 6.6; Xi reactivation: 0.0; ERp5 block: 0.2; F508del corr: -1.9

What do the screens show for `Cc1ccc(C)c(N2CCN(C(=O)c3cc(S(=O)(=O)N4CCOCC4)cn3C)CC2)c1`?
EWS-Fli inh: 5.8; PAX8 inh HTS: 4.4; ARNT-TACC3 inh: -2.3; DENV2 CPE rescue: -1.1; Xi reactivation: 0.1; ERp5 block: 8.6; F508del corr: 0.0

Assay outcomes (PubChem)
